Dynein transport: blocks dynein driven cargo transport along microtubules. actives 0.47% (n = 220,000). 3617.4 mouse cells, GR-EGFP nuclear translocation imaging; test concentration mostly 20 µM; stimulated with dexamethasone, 1 µM; active compounds read low. z-score, hits read low;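 active = plate z-score of nuclear minus cytoplasmic receptor signal below a set negative limit, without overly bright fluorescence or cell loss, cut at about -3.5 in these data, passing the limit was not always enough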;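 also: z-score of nuclear minus cytoplasmic ring GR-EGFP intensity difference per well; some compounds called inactive have numbers as strong as hits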
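Buffer or medium: tetracycline-free induction medium containing charcoal-stripped FBS / Reagent: dexamethasone agonist, 1.0 µM final, for 30 min / Technique: automated 10x imaging of fixed Hoechst-stained cells / Times: induction 48 h, compound 1 h, agonist 30 min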
Lipid droplet: modulators of hepatic lipid droplet formation; AML12 mouse hepatocytes, oleate lipid droplets, BODIPY imaging; inhibition, % at 6.5 µM; actives 0.4% (n = 240,000);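 active = lipid droplet intensity inhibited by at least 50%, with more than 500 cells counted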
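Material: mouse AML12 hepatocyte cell line, fixed after treatment; Timing: compound with oleate, overnight; Technique: high-content imaging of BODIPY-stained droplets and DAPI nuclei; Probe or stimulus: oleate, 100 µM final; Dosing: compound at 6.5 µM only.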
M1AAP inhibition: P. falciparum M1AAP inhibitors, biochemical, fluorogenic H-Leu-NHMec substrate, 1536-well (AID 1445) | recombinant M1AAP, H-Leu-NHMec fluorogenic kinetic assay; higher % means a stronger effect | actives 0.42% (n = 220,000) | one-dose inhibition, % at 30 µM; IC50 in µM for titrated hits;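 active = primary inhibition above the hit cutoff, then over 50% inhibition at one or more dose response concentrations, cut at about 23% in these data, passing the limit was not always enough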;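 also: plate controls were DMSO full reaction for no effect and no enzyme background for full effect; strong numbers were not always called active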
Autophagy HCS: autophagy modulation, high-content screen. MEF GFP-LC3 puncta imaging; test concentration mostly 10 µM. calls only at 10 µM (by protocol). actives 0.98% (n = 190,000). AID 463193;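 active = percentage of spot-positive cells more than 3 SD above its plate mean, without a fluorescence outlier flag or 80% toxicity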;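 also: spot-positive cell cutoff set from DMSO-treated cells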
Yfh1-off respiration: enhancers of respiration in Yfh1-depleted yeast, dose response, Friedreich's ataxia, plus single-dose screen (AID 1465) | S. cerevisiae Yfh1-off respiration, WST-1 reduction, 72 h; higher fold induction means a stronger effect | fold induction at 50 µM; hits with a dose series show EC50 in µM | actives 0.074% (n = 220,000);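 active = fold induction of absorbance versus untreated yeast above a set limit, then at least 30% activation at any dose in follow-up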;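 also: activators that raise dye reduction in frataxin-depleted yeast; strong numbers were not always called active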
MT stabilize HCS: stabilizes microtubules in HeLa cells. AID 2205. HeLa tubulin immunostaining HCS, 24 h; share of cells brighter than vehicle mean+2SD. actives 0.83% (n = 200,000). % tubulin-high responders, % at 10 µM;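 active = plate Z-score above 3 for both tubulin-high and condensed-nucleus cell shares, with cell loss under 80%, at 10 µM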;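 also: anti alpha tubulin signal scored within the nucleus-defined area of each cell; some results filed as inactive read as strong as hits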
Insulin prom up: MIN6 insulin promoter up-regulation; MIN6 insulin promoter-GFP reporter, high-content imaging; active compounds read high; z-score at 5 µM; actives 0.3% (n = 190,000); AID 1625;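 active = z-score above 3 at 5 µM with at least 500 cells counted in the well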
CSM14.1 death rescue: rescue of cells from ER stress-induced death, primary screen, 384-well, CSM14.1, thapsigargin, ATP luminescence (AID 1222); CSM14.1 thapsigargin-induced death rescue, ATP luminescence; higher % means a stronger effect; cellular ATP content (survival), % at 20 µM; hits with a dose series show EC50 in µM; 190,000 tested, under 10 active;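 active = EC50 below 50 µM in the dose-response confirmation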;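 also: death triggered by thapsigargin at about 15 µM added after 2 h compound pretreatment; cell ATP read after overnight thapsigargin exposure of roughly 18 to 22 hours; normalized against plate controls of thapsigargin alone and 5% DMSO vehicle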
P. falciparum M17LAP: P. falciparum M17LAP inhibitors, primary screen, biochemical, fluorogenic H-Leu-NHMec substrate, 1536-well (AID 1619) | recombinant M17LAP, H-Leu-NHMec fluorogenic kinetic assay; higher % means a stronger effect | actives 0.38% (n = 220,000) | one-dose inhibition, % at 30 µM; IC50 in µM for titrated hits;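 active = compound inhibiting the enzyme by more than half at any dose during confirmatory dose-response retesting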;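 also: plate controls were full reaction with DMSO carrier for no effect and no enzyme background for full effect; strong numbers were not always called active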
Dynein transport cytoplasmic EGFP: recorded beside Dynein transport, whose call it bears; z-score; measured here: cytoplasmic GR-EGFP intensity; active compounds read high
Dynein transport nuclear GR-EGFP: recorded beside Dynein transport, whose call it bears; z-score; measured here: nuclear GR-EGFP intensity;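 lower value marks the stronger effect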
Dynein transport cell count: second read-out of Dynein transport, no call of its own (marks repeat the call); z-score; measured here: cell count per field
Insulin prom up cell count: further read-out of Insulin prom up, marked with its call; cell count; measured here: cytotoxicity, nuclei count;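 total cells summed across four imaged fields per well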
Lipid droplet cells 6.5 µM: second read-out of Lipid droplet, no call of its own (marks repeat the call); cell count; measured here: cell count, cytotoxicity flag;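 cells counted across two imaged fields per well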
MT stabilize HCS Hoechst-high %: further read-out of MT stabilize HCS, marked with its call; % Hoechst-high responders; measured here: nuclear condensation Hoechst responders;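 share of cells brighter than vehicle mean plus two SD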
MT stabilize HCS cytotoxicity %: also measured in MT stabilize HCS; calls as there; toxicity, %; measured here: cytotoxicity by cell density;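 0% = mean cell density of plate MIN control wells and 100% = no cells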
Autophagy HCS cell loss 18 h: further read-out of Autophagy HCS, marked with its call; toxicity, %; measured here: cell loss, nuclei count;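 cell loss after 18 h compound exposure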
The depositor's hits bear a star; i = inactive; . = no result given; + = active, no number.

SMILES	Dynein transport	Dynein transport cytoplasmic EGFP	Dynein transport nuclear GR-EGFP	Dynein transport cell count	Lipid droplet	Lipid droplet cells 6.5 µM	M1AAP inhibition	Autophagy HCS	Autophagy HCS cell loss 18 h	Yfh1-off respiration	MT stabilize HCS	MT stabilize HCS Hoechst-high %	MT stabilize HCS cytotoxicity %	Insulin prom up	Insulin prom up cell count	CSM14.1 death rescue	P. falciparum M17LAP
OCC[C@@H]1C[C@@H](O)[C@H](O)[C@]2(CCCCO2)O1	0.481	-0.275	0.53	0.671	0.6	696	8.6%	i	29.2	i	2.9	1.9	6.5	0.61	1331	-5.5%	4.1%
COc1ccc2[nH]c(C)c(CCN(Cc3cccs3)C(=S)Nc3ccccc3)c2c1	-0.535	-0.126	-0.282	-0.0312	-50.3	522	7.5%	i	-1.9	i	3.6	1.6	6.7	0.36	1920	.	-1.1%
CCNS(=O)(=O)c1ccc2c3c(cccc13)C(=O)N2	0.639	-0.254	0.742	-0.223	-1.3	765	-2.0%	i	-23.2	i	1.4	1.0	10.3	-0.81	923	-0.5%	-68.7%
CC(C)Oc1ccc(-c2cc(C(=O)NCCN3CCOCC3)c3ccccc3n2)cc1	-0.177	-0.172	0.215	0.00613	.	.	-9.5%	i	-2.1	i	3.4	2.6	4.0	-0.14	1486	-3.1%	-43.7%
Cc1cc(SCC(=O)OCC(=O)N2CCN(C(=O)c3ccco3)CC2)c(C)cc1Br	2.29	-0.19	0.887	-1.84	-1.6	661	5.3%	i	0.0	i	4.1	0.9	10.0	-0.23	1215	.	15.9%
Cc1ccc(S(=O)(=O)N(C)/C(=N/S(=O)(=O)c2ccccc2)c2ccccc2)cc1	-0.167	-0.221	-0.254	0.302	-9.3	659	17.0%	i	-40.1	i	2.3	0.9	4.7	-0.22	1559	-2.1%	13.4%
COCCCn1c(C)nnc1SCc1ccc(C(C)(C)C)cc1	-0.662	0.169	-0.287	0.753	-13.2	666	8.9%	i	6.6	i	5.2	1.8	10.7	-0.3	1451	1.2%	3.0%
O=C(CSc1nc2ccccc2n1Cc1ccccc1Cl)N/N=C/c1ccccc1C(=O)O	0.931	-0.196	0.331	-0.526	17.6	776	4.4%	.	.	i	.	.	.	0.1	996	.	7.6%
CC(=O)Nc1ccc(N/C=C/C(=O)c2ccco2)cc1	-1.15	-0.231	-0.371	0.0577	0.8	739	6.1%	i	-2.0	i	2.3	0.5	40.9	0.7	1144	11.8%	18.6%
CCc1ccccc1NC1=CC(=O)CC(C)(C)C1	-0.312	-0.368	-0.145	1.19	33.5	692	3.1%	i	-1.1	i	1.5	1.5	5.0	.	.	2.6%	11.4%
COc1ccc(CCNC(=O)C23CCC(C)(C(=O)C2=O)C3(C)C)cc1OC (centres undefined)	-0.831	-0.282	-0.0469	0.639	0.6	710	-0.4%	i	25.5	i	0.7	0.9	4.9	.	.	-1.1%	-10.2%
COc1ccc(-c2cn[nH]c2-c2ccc(OCc3ccc([N+](=O)[O-])cc3)cc2O)cc1OC	0.702	0.0815	1.29	-2.8	15.4	704	-0.6%	.	.	i	.	.	.	-1	805	.	-1.2%
Cc1cc(=O)[nH]c(/N=C(\N)Nc2ccc(Oc3ccccc3)cc2)n1	-0.833	-0.792	-0.669	0.508	-1.0	753	1.2%	.	.	i	.	.	.	0.02	992	.	14.4%
C=CCn1c(COc2ccccc2)nnc1SCC(=O)O	0.678	-0.224	0.423	0.148	-2.7	776	0.9%	i	11.0	i	1.3	1.6	9.6	0.54	1218	-0.4%	7.7%
Cc1[nH]c2ccccc2c1C(=O)CN1C(=O)C(=O)N(Cc2ccco2)C1=O	-1.33	-0.317	-0.304	0.97	6.3	696	8.0%	i	-4.3	i	4.4	3.1	5.1	0.05	1143	-1.1%	0.2%
Cc1nn(-c2ccccc2)c(Cl)c1CN(C(=O)CCl)c1cccc2ccccc12	-0.0795	-0.0942	-0.328	-0.943	-9.4	423	0.4%	i	21.2	i	6.9	2.1	0.9	-1.4	1131	-3.3%	20.0%
O=C(Cn1c(C(F)(F)F)nc2ccccc21)N1CCCC1	-0.789	-0.195	-0.516	0.566	-6.5	793	3.2%	i	2.9	i	2.1	2.1	9.5	-0.24	830	-1.8%	8.6%
O=C1/C(=C/c2ccncc2)N=C2CCCCCN12	2.8	-0.35	1.41	-2.17	0.4	670	.	.	.	i	.	.	.	0.59	965	.	.
Cc1cccc(NC(=O)c2cc3c(=O)n4ccccc4nc3n(CC(C)C)c2=N)c1	-0.29	-0.205	-0.208	0.337	-10.6	711	-0.8%	i	-5.2	i	2.2	2.8	9.0	0.65	1226	0.0%	-12.3%
CN(C)CCCn1c(NCc2ccc3c(c2)OCO3)nc2ccccc21	1.76	0.147	1.49	-1.05	22.5	798	-4.8%	i	5.0	i	0.8	1.1	5.6	.	.	2.2%	13.0%
Cc1cccc(NC(=O)C23CCC(C)(/C(=N/O)C2)C3(C)C)c1 (centres undefined)	0.323	-0.0506	0.147	-0.333	.	.	-0.2%	i	5.8	i	1.7	2.5	5.1	-0.57	1405	-1.4%	44.5%
C/C(=N\N(C)C)C1=C(O)c2ccccc2C1=O	0.36	-0.228	0.206	-1.1	13.6	666	6.7%	i	8.9	i	4.9	2.6	5.5	0.15	1220	-0.5%	22.6%
CNC(=O)c1[nH]cnc1C(=O)N[C@@H](CC(C)C)C(=O)OC(C)(C)C	-0.0776	-0.208	0.252	-0.364	7.6	785	39.3µM*	i	7.7	i	1.1	1.3	3.4	1.9	1505	-0.6%	-1.6%
N#Cc1ccc(NC(=O)c2cc(-c3cccs3)on2)cc1	0.296	-0.336	0.668	0.415	-3.4	641	-6.1%	i	14.5	i	1.4	1.3	0.4	-0.09	1598	0.6%	-13.5%
CN(C)CC(C)(C)CNS(=O)(=O)c1ccc(Cl)cc1	0.374	-0.142	0.0907	0.549	3.8	712	2.7%	i	1.6	i	1.9	2.6	5.1	1.1	1197	0.1%	4.7%
CC(Sc1nc(N2CCOCC2)nc(N2CCOCC2)n1)C(=O)Nc1ccccc1 (centres undefined)	2.64	0.21	1.88	-1.31	.	.	0.2%	i	2.5	i	2.3	1.3	3.9	-0.85	1254	0.4%	-9.5%
Cc1nc(CN2CCOCC2)cc(=O)[nH]1	-0.806	-0.199	-0.667	0.939	-0.9	717	5.4%	i	7.7	i	1.6	1.2	10.0	-0.46	1652	4.4%	13.8%
Cn1cnc2c1c(=O)n(Cc1ccc(F)cc1Cl)c(=O)n2C	-0.128	-0.248	-0.261	1.21	-2.9	753	-1.1%	i	0.8	i	3.6	3.1	5.6	-0.15	1295	-1.9%	11.9%
CCCCN(CCCC)Cc1ccc(C(=O)NNC(=O)Nc2ccccc2)o1	0.302	-0.235	0.496	-0.0872	-5.9	723	2.5%	+	23.5*	i	1.4	1.6	4.0	-1.44	1186	-11.6%	0.9%
OCCNCc1ccc(OCc2ccc(Cl)cc2Cl)cc1	2.13	-0.0842	1.42	0.248	-0.9	680	5.8%	i	9.4	i	4.5	1.9	19.3	-0.91	1260	-3.2%	1.3%
CCCNC(=O)C(Cc1ccccc1)NS(=O)(=O)c1ccc2c(c1)c(=O)n(C)c(=O)n2C (centres undefined)	1.98	-0.108	1.14	-0.828	.	.	-3.1%	i	4.7	i	2.0	5.4	13.2	-0.58	1000	1.8%	14.5%
CN(c1ccccc1)C1CCCCC1NS(=O)(=O)c1ccc(Cl)cc1 (centres undefined)	0.434	-0.254	0.326	-0.298	-4.6	572	2.6%	i	-3.5	i	1.5	2.4	16.1	-0.32	1240	-2.2%	1.2%
CCc1c(C)nc2c(C#N)c(C)[nH]n2c1=O	0.118	-0.22	-0.0952	0.739	.	.	7.6%	i	-30.5	i	3.0	1.4	7.9	.	.	1.2%	10.6%
C#CCn1cc(/C=N/NC(=O)COc2cccc3cccnc23)c2ccccc21	0.282	-0.25	-0.126	-0.139	-1.2	605	1.9%	i	11.9	i	1.7	2.5	3.9	0.47	1224	-4.4%	-7.0%
OCCNCCCCOc1ccc(F)cc1	1.43	-0.0736	0.189	-1.14	.	.	-5.0%	i	-2.2	i	2.2	1.8	1.6	-0.98	1548	1.2%	-4.1%
O=C(CN1C(=O)c2ccccc2S1(=O)=O)N1CCc2ccccc2C1	-1.37	-0.0787	-0.477	0.118	2.4	717	7.7%	i	-1.3	i	2.5	0.3	14.1	0	1708	-0.2%	10.9%
O=C(NC(=S)N(CC1CCC1)CC1CCCO1)c1cccc([N+](=O)[O-])c1 (centres undefined)	0.775	-0.324	0.198	0.985	-4.4	724	-4.5%	i	-0.9	i	1.3	1.2	2.7	.	.	2.9%	4.7%
CC(=O)c1cccc(N(CC(=O)Nc2ccccc2F)S(C)(=O)=O)c1	0.163	-0.312	0.764	-0.603	3.2	710	1.0%	i	4.0	i	3.8	2.2	5.4	-0.39	1554	0.9%	4.3%
O=C(NCC1CCCCC1)c1cc(S(=O)(=O)N2CCCCC2)ccc1N1CCOCC1	-0.0457	-0.362	-0.324	0.0302	5.5	661	1.8%	i	13.4	i	1.7	1.6	9.5	1.06	1547	-0.8%	4.8%

Compound activity as filed in PubChem.
